High-throughput results deposited in PubChem by National Center for Advancing Translational Sciences (NCATS).
IMPase inh: cell-permeable inhibitors of inositol monophosphatase (IMPase) | CHO-M1 cells, IP1 accumulation, HTRF TR-FRET ratio | inhibition (IP1 accumulation), % at 46.1 µM | 120,000 tested, under 10 active; active = well fitted curve in the direction sought with a large enough effect in the signal ratio, not every such curve was filed as active; inconclusive = small, poorly fitted or top-dose-only effect, or a change in a side signal; inactive = no such curve, though single readings can be large or run the other way; the % refers to the signal ratio;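 note: cells stimulated with carbachol in lithium chloride buffer; plate controls were DMSO basal wells for no effect and reference inhibitor wells for full effect; higher means more IMPase inhibition seen as more IP1 and lower FRET ratio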
Target sequence (P97697 whole entry, looked up): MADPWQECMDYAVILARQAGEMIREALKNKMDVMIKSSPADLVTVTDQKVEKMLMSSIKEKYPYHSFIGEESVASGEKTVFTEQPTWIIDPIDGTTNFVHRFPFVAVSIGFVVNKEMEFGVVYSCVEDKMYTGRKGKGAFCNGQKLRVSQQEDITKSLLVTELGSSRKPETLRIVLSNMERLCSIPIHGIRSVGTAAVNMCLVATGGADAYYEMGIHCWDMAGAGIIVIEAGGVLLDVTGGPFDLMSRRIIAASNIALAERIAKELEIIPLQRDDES
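The IP-One HTRF competitive assay in carbachol-stimulated CHO-M1 cells quantifies cellular IP1. Compounds spanned up to 46 uM final, and activity is expressed as AC50 from concentration-response fits of the ratio and donor data.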
The depositor's hits bear a star; u = inconclusive; [ ] = another dose, or the depositor's remark.

IMPase inh | structure
15.3 | COC(=O)c1ccccc1NC(=O)c1c(NC(=O)c2ccco2)sc2c1CCC(C(C)(C)C)C2 (configuration not stated)
-4.1 | CC(C)c1ccc(OCC(=O)Nc2cc(-c3nc4ncccc4o3)ccc2Cl)cc1
9.1 | COc1ccccc1C1C(C(=O)Nc2ccccc2)=C(C)Nc2nc(-c3ccccc3)nn21 (configuration not stated)
5.1 | N=c1n(CCO)c2ccccc2n1Cc1ccccc1F
-3.5 | Cc1ccccc1NC(=O)c1c(NC(=O)c2cccs2)sc2c1CCC(C)C2 (configuration not stated)
-2.6 | Cc1ccc2oc(-c3ccc(Cl)cc3)c(O)c(=O)c2c1
7.8 | CCN(CC)CCn1c(-c2ccccc2)csc1=Nc1ccccc1
1.1 | COCCNC(=O)CCn1nc(-c2ccc(Cl)cc2)c2ccccc2c1=O
u | CCc1ccc2oc(-c3cc(NC(=O)c4cc(OC)c(OC)c(OC)c4)ccc3O)nc2c1
-1.9 | Cc1ccc(C)c(Nc2nnc(-c3ccc(C)c(S(=O)(=O)N4CCCCC4)c3)c3ccccc23)c1
2.5 | CCCOc1ccccc1C1C(C(=O)Nc2ccccc2)=C(C)Nc2nnnn21 (configuration not stated)
4.4 | COc1ccc(NC(=O)Cn2cc(S(=O)(=O)N3CCC(C)CC3)c3ccccc3c2=O)cc1Cl
0.0 | Cc1cccc(OCCn2c(-c3ccc(Cl)cc3)nc3ccccc3c2=O)c1
13.1 | COc1ccc(C)cc1NC(=O)CN(c1cc(C(F)(F)F)ccc1Cl)S(C)(=O)=O
-3.9 | COc1ccccc1-c1nc2cc(NC(=O)c3ccccc3Cl)ccc2o1
-8.3 | COc1cc2c(cc1NC(=O)COc1cc(C)ccc1C)oc1ccccc12
-1.2 | O=C(NCc1ccc(Cl)cc1)C(=O)Nc1ccc(Br)cc1
2.6 | Cc1ccc(C)c(NC(=O)Cn2c(-c3nonc3N)nc3ccccc32)c1
u | Cc1cc(C)n2c(Nc3ccccc3)c(-c3ccccc3)nc2n1
8.6 | Cc1nc2nc(C)c(NS(=O)(=O)c3ccc(F)cc3)c(=O)n2[nH]1
-4.1 | N#C/C(=C\c1ccc(Cl)cc1)c1nc(-c2cc3ccccc3oc2=O)cs1
-4.0 | COc1ccc2oc(=O)c(-c3csc(/C(C#N)=C/c4ccc(F)cc4)n3)cc2c1
4.1 | Cc1ccc(NS(=O)(=O)c2ccc3c(c2)n(C)c(=O)n3C)cc1C
1.6 | COc1cc2ccccc2cc1C(=O)Nc1ccc2oc(-c3ccc(F)cc3Cl)nc2c1
-5.6 | CCc1ccc2oc(-c3ccc(NC(=O)c4ccc(OC)c(Br)c4)cc3)nc2c1
-5.1 | COc1ccc(C(=O)Oc2ccc(C(c3c(C)[nH][nH]c3=O)c3c(C)[nH][nH]c3=O)cc2OC)cc1
-10.0 | Cc1ccc(-c2cn3ccc(C)cc3n2)cc1
-8.1 | Cc1cccc(C)c1Nc1c(-c2ccccn2)nc2ccc(Cl)cn12
-0.4 | O=c1oc2ccc3ccccc3c2cc1-c1nnc(Nc2ccccc2)s1
2.8 | O=C(Nc1ccc2oc(-c3ccc(Cl)cc3)nc2c1)c1ccc2ccccc2c1
-1.6 | COc1cc(NC(=O)c2ccc(C)cc2)ccc1NC(=O)c1cc2ccccc2o1
-1.9 | CN1C(C(=O)c2ccccc2)=C(NC(=O)c2ccc(F)cc2)c2ccccc2S1(=O)=O
3.4 | COc1ccc(Cl)cc1S(=O)(=O)Nc1ccc2c(c1)n(C)c(=O)n2C
5.3 | COc1ccc(Nc2nc3ccccc3nc2NS(=O)(=O)c2ccc(Cl)cc2)cc1OC
-11.7 | CCOC(=O)c1c(NC(=O)/C=C/c2ccc(OCC)cc2)sc2c1CCCC2
-0.5 | CCCOc1ccc(C2c3c(oc4ccccc4c3=O)C(=O)N2c2nc(C)c(C(=O)OCC)s2)cc1 (configuration not stated)
-4.6 | CCOC(=O)c1c(-c2ccccc2)oc2ccc(OCc3ccccc3Br)cc12
u | CC(C)CNC(=O)CCSc1nc(-c2ccc3c(c2)OCO3)cc(C(F)(F)F)n1
16.1 | Cc1ccccc1C(=O)Nc1cc2c(cc1N1CCOCC1)n(C)c(=O)n2C
0.5 | O=C(Nc1ccc2[nH]c(=O)c(=O)[nH]c2c1)c1cccc(F)c1
-3.5 | CCOC(=O)c1ccc(NC2SC(=O)N(Cc3cccc(C(=O)O)c3)C2=O)cc1 (configuration not stated)
4.6 | Cc1ccc(-c2nc3cc(NC(=O)c4cc(Br)ccc4Cl)ccc3o2)cc1
-5.1 | CCC(C)Cn1c(/C=C/c2ccccc2)nc2ccccc21 (configuration not stated)
-5.5 | COC(=O)CCSc1nc2sc3c(c2c(=O)n1Cc1ccccc1)CCC(C(C)(C)C)C3 (configuration not stated)
6.0 | CCN(C(=O)Cn1c(=O)n(-c2ccccc2)c(=O)c2ccc(C(=O)NCc3ccc4c(c3)OCO4)cc21)c1cccc(C)c1
u | Cc1cc(C(F)F)n2nc(C(=O)Nc3cccc(Cl)c3C)nc2n1
0.2 | Cc1ccc(NC(=O)Cn2nc(C(F)(F)F)c3c2CCCC3)cc1
-3.8 | Cc1nn2c(-c3cccc(NC(=O)c4ccccc4)c3)nnc2c2ccccc12
-1.0 | CN(C)S(=O)(=O)N(CC(=O)NCCSCc1c(F)cccc1Cl)c1ccccc1
-1.0 | Cc1ccc(C(=O)COC(=O)C(CC(C)C)NC(=O)C2CCC(C)CC2)cc1 (configuration not stated)
5.4 | COc1ccc(S(=O)(=O)Nc2c(C)n(C)n(-c3ccccc3)c2=O)cc1Br
-1.5 | COc1ccc(CCCc2nnc(SCC(=O)Nc3cccc(C)c3)o2)cc1C
u | CC(C)OC(=O)c1c(NC(=O)COc2cccc(Br)c2)sc2c1CCCC2
4.3 | Cc1ccc(NC(=O)C(=O)NCCCN2CCOCC2)cc1C
1.0 | CCn1c(SCCOc2ccccc2F)nc2ccccc21
-2.9 | Clc1ccccc1Cn1c(-c2cccs2)nc2ccccc21
-7.1 | COc1ccc(CCNC(=O)C(=O)Nc2ccc(C)c(C)c2)cc1
6.4 | CC(C)(C)C1CCc2c(sc(NC(=O)CCC(=O)O)c2C(=O)Nc2ccccc2C(F)(F)F)C1 (configuration not stated)
-11.3 | COc1cccc(C(=O)COC(=O)c2cc(-c3cccs3)nc3ccccc23)c1
16.5 | CCC(Sc1nnc2c(n1)[nH]c1ccccc12)C(=O)Nc1ccccc1OC (configuration not stated)

Overlap with the part before: 3 compounds, then new ones.
IMPase inh | structure
6.4 | CC(C)(C)C1CCc2c(sc(NC(=O)CCC(=O)O)c2C(=O)Nc2ccccc2C(F)(F)F)C1 (configuration not stated)
-11.3 | COc1cccc(C(=O)COC(=O)c2cc(-c3cccs3)nc3ccccc23)c1
16.5 | CCC(Sc1nnc2c(n1)[nH]c1ccccc12)C(=O)Nc1ccccc1OC (configuration not stated)
11.8 | CC1=C(C(=O)OC2CCCCCC2)C(c2cccc(Cl)c2)CC(=O)N1 (configuration not stated)
-3.3 | COc1cc(C2NC(=O)c3c(sc4c3CCN(C)C4)N2)ccc1OC(=O)c1ccccc1 (configuration not stated)
-10.2 | Cn1c(Oc2ccccc2)nc2c1c(=O)n(Cc1ccc(Cl)cc1Cl)c(=O)n2C
-4.9 | CCC1=Nc2cc(C(=O)NC3CCC(C)CC3)ccc2Sc2ccc(C)cc21 (configuration not stated)
-5.5 | COC(=O)c1ccccc1-n1c(CCC(=O)O)ccc1-c1ccccc1
1.0 | CSc1ccc(-c2nc3cc(C)ccn3c2Nc2ccc(C)cc2)cc1
3.1 | CCOC(=O)c1c(NC(=O)c2ccc(C)c(C)c2)sc2c1CCCCC2
-3.6 | COc1ccc(NC(=O)/C(C#N)=C/c2ccc(C)o2)cc1
31.8[activator] | COc1ccc(CCCc2nnc(SCC(=O)Nc3cccc(F)c3C)o2)cc1
-1.6 | CCCOc1ccc(C(=O)NCC2OCCc3ccccc32)cc1 (configuration not stated)
1.6 | COc1cc(NC(=O)N2c3ccccc3Sc3ccccc32)cc(OC)c1
13.5 | COc1cccc(NC(=O)CC2NCCNC2=O)c1 (configuration not stated)
0.8 | Cc1ccc(C)c(N2CCN(Cc3nnc(-c4ccccc4)o3)CC2)c1
9.6 | COc1ccc(Nc2nc3ccc(Cl)cc3n3nnnc23)cc1OC
2.0 | CCOc1cc(-c2nc(-c3ccc(-c4ccccc4)nc3OCC)no2)cc(OCC)c1OCC
3.2 | CCOC(=O)c1c(C)oc2ccc(N(C(C)=O)S(=O)(=O)c3c(C)cc(C)cc3C)cc12
-1.5 | CCSc1nnc2c(n1)OC(c1ccc(OC)c(OC)c1)N(C(C)=O)c1ccccc1-2 (configuration not stated)
-8.6 | CCOc1ccccc1-c1nc(-c2ccc(-c3ccccc3)nc2OCC)no1
3.7 | Cc1cc(S(=O)(=O)Nc2cc3c(cc2Cl)n(C)c(=O)c(=O)n3C)ccc1F
u | Cc1ccc(NC(=O)Cn2c(=O)n(CC(=O)NCCc3ccccc3)c(=O)c3ccccc32)cc1C
-5.0 | CCOc1ccc(C(=O)Nc2ccc(-c3nc4cc(CC)ccc4o3)cc2)cc1
12.1 | COc1ccc(C(=O)Oc2ccc(C(c3c(C)[nH][nH]c3=O)c3c(C)[nH][nH]c3=O)cc2)cc1
4.7 | COc1ccc(CNc2oc(COc3cccc(C)c3)nc2C#N)cc1
8.4 | COc1ccc(-c2nc(S(=O)(=O)c3ccc(Cl)cc3)c(N3CCCCCC3)o2)cc1
4.9 | Cc1cccc(Oc2ccc(NC(=O)CCC(=O)OCC(=O)c3ccc(Br)cc3)cc2)c1C
5.1 | COc1ccc(NC(=O)c2ccco2)cc1NC(=O)COc1ccc(Cl)cc1C
14.3 | COc1ccc(-c2nc3n(n2)C(c2ccccc2F)C(C(=O)Nc2cccnc2)=C(C)N3)cc1OC (configuration not stated)
-1.5 | CCCN(C(=O)CCNC(=O)Cn1cnc2ccccc2c1=O)c1cccc(C)c1
3.3 | COc1ccc(C(=O)Nc2ccc(S(=O)(=O)Nc3cc(C)nc(C)n3)cc2)cc1
5.7 | CC(=O)c1cccc(Nc2nc(-c3ccccc3Cl)nc3ccccc23)c1

Six of the entries above in order of their number in IMPase inh, smallest number first.
IMPase inh | structure
-10.2 | Cn1c(Oc2ccccc2)nc2c1c(=O)n(Cc1ccc(Cl)cc1Cl)c(=O)n2C
-5.5 | COC(=O)c1ccccc1-n1c(CCC(=O)O)ccc1-c1ccccc1
-5.1 | CCC(C)Cn1c(/C=C/c2ccccc2)nc2ccccc21 (configuration not stated)
2.6 | Cc1ccc(C)c(NC(=O)Cn2c(-c3nonc3N)nc3ccccc32)c1
3.3 | COc1ccc(C(=O)Nc2ccc(S(=O)(=O)Nc3cc(C)nc(C)n3)cc2)cc1
4.9 | Cc1cccc(Oc2ccc(NC(=O)CCC(=O)OCC(=O)c3ccc(Br)cc3)cc2)c1C

Going on with the list.
IMPase inh | structure
2.1 | c1ccc(Nc2c(-c3ccccc3)nc3ncccn23)cc1
14.4 | COc1ccccc1C(=O)Oc1ccc(C(c2c(C)[nH][nH]c2=O)c2c(C)[nH][nH]c2=O)cc1
-5.5 | CCCN(CCC)c1nc(-c2ccccc2F)nc2ccccc12
-2.2 | Cc1cccc(C)c1OCC(=O)Nc1c(C(=O)c2ccc(Br)cc2)oc2ccccc12
-2.6 | COc1ccccc1C(=O)N(c1ccc(C)cc1)S(=O)(=O)c1ccc(Cl)cc1
4.3 | CCCCOC(=O)/C(C#N)=C\c1ccc(-c2ccc(Cl)cc2)o1
16.9 | COc1ccccc1N(CC(=O)Nc1ccc2c(c1)OCO2)S(=O)(=O)c1ccc(C)cc1
2.3 | CCOC(=O)C(CC)Sc1ncnc2sc3c(c12)CCCC3 (configuration not stated)
0.9 | Cc1ccc(CNC(=O)CCCCn2c(=O)c3ccccc3n(Cc3c(C)cc(C)cc3C)c2=O)cc1
-1.4 | COC(=O)c1ccccc1NC(=O)CN(c1ccc(Cl)cc1)S(=O)(=O)c1ccc(OC)cc1
1.9 | CCOC(=O)c1ccccc1NC(=O)CN(c1cc(C(F)(F)F)ccc1Cl)S(C)(=O)=O
6.8 | CN(Cc1ccccc1)C(=O)CSc1nc(-c2ccc(F)cc2)cc(C(F)(F)F)n1
-4.2 | CCc1cccc(C)c1Nc1c(-c2cccs2)nc2nc(C)cc(C)n12
5.8 | Cc1ccnc(NC(c2ccccc2F)c2ccc3cccnc3c2O)c1 (configuration not stated)
-19.8 | COc1ccc(NC(=O)CCSc2nc(-c3ccc(OC)cc3)cc(C(F)(F)F)n2)cc1
-5.9 | Cc1cc(S(=O)(=O)Nc2cc3c(cc2N2CCOCC2)n(C)c(=O)n3C)ccc1F
2.8 | Cc1cc(S(=O)(=O)Nc2ccc3oc4c(c3c2)CCCC4)ccc1Cl
-3.8 | COc1ccc(OC)c(C2CC(=O)c3c([nH]c(C(=O)OC4CCC(C)CC4)c3C)C2)c1 (configuration not stated)
-5.9 | CCOC(=O)c1cc(CC)sc1NC(=O)COc1ccccc1C
3.4 | CCc1cccc(NCc2ccccc2-c2nnc(-c3ccccc3Cl)o2)c1
u | CCOc1ccc(NC(=O)COc2ccc(S(=O)(=O)NC3CCCCC3)cc2)cc1
4.8 | Cc1ccc2oc3c(c(=O)c2c1)C(c1cccc(O)c1)N(CCCN1CCOCC1)C3=O (configuration not stated)
-2.5 | O=C(Cc1ccc(Cl)cc1)Nc1ccc2oc(-c3ccccc3)nc2c1
-10.7 | O=C(c1ccco1)n1nc(-c2ccccc2)nc1NCc1ccc(Cl)cc1
6.4 | COc1ccc(C)cc1NC(c1nnc(-c2ccccc2)o1)c1ccc(F)cc1Cl (configuration not stated)
10.4 | Cc1ccc2oc3c(c(=O)c2c1)C(c1ccc(F)cc1)N(Cc1ccc2c(c1)OCO2)C3=O (configuration not stated)
2.1 | CC(C)COc1cccc(C(=O)Nc2ccc(-c3nc4ncccc4o3)cc2)c1
-5.9 | CCCCc1ccc(-n2nc3ccc(NC(=O)c4cc5ccccc5o4)cc3n2)cc1

These rows are one share of the data; count on the stated rates, not on these rows.
